SIAE inh: human SIAE inhibition, primary screen; Q9HAT2; SIAE FP-Rh probe binding, fluorescence polarization; inhibition, % at 9.66 µM; actives 0.69% (n = 370,000);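 active = inhibition above a cutoff: mean of compounds within the control limits plus 3 SD of those, cut at about 17% in these data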;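 note: 0% = plate median of compound wells and 100% = probe without SIAE protein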
ABHD4 inh: inhibits mouse alpha/beta hydrolase domain 4; Q8VD66; purified mABHD4, FP-Rh probe fluorescence polarization; inhibition, % at 8.92 µM; actives 0.54% (n = 370,000); AID 720543;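 active = inhibition exceeding the mean over every tested compound plus 3 SD, cut at about 30% in these data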;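 note: 0% = plate median of compound wells and 100% = S159A mutant with DMSO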
Target sequence (Q8VD66 whole entry, looked up, the tested form may be a part): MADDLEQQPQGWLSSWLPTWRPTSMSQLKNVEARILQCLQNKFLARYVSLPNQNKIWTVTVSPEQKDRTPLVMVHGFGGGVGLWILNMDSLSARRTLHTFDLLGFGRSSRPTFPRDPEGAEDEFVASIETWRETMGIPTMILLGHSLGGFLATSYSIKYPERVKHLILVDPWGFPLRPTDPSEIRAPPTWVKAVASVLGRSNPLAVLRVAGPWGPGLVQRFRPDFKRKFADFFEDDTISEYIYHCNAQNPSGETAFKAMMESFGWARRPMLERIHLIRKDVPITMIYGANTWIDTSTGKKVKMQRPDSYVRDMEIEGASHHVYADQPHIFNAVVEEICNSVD
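Test system: mABHD4 protein; Read-out basis: % inhibition; Incubation: 45 min + 60 min at 25 °C; Repeats: single replicate; Technique: fluorescence polarization with parallel and perpendicular emission, 525/598 nm; Compound: 8.92 µM, single dose; Benchmarks: full inhibition S159A mutant plus DMSO, zero as sample-well median.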
PRMT1 inh: PRMT1 (human) inhibition, primary screen; actives 1.3% (n = 370,000); recombinant PRMT1, activity-based probe fluorescence polarization; AID 652257; inhibition, % at 2.79 µM; Q99873;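 active = inhibition above about 21% made by adding two undisclosed values, limit read from the data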
TDP2 absorb: TDP2 (human) inhibition, absorbance primary screen. O95551. recombinant TDP2, T5PNP hydrolysis, p-nitrophenol absorbance 415 nm. inhibition, % at 12.8 µM. actives 0.34% (n = 370,000). AID 720702;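 active = inhibition above the mean of all tested compounds plus 3 SD, set per campaign, cut at about 25% in these data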;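 note: 0% = DMSO with enzyme and 100% = buffer with substrate but no TDP2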
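Incubation: 2 h at 37 °C; Test system: recombinant human TDP2; Quantity: enzyme 120 nM; Read-out basis: percent inhibition; Medium: 50 mM Tris-HCl pH 7.5 with Mg2+, KCl, DTT, BSA; Repeats: single replicate; Compound: 12.8 µM single point, 1% DMSO; Signal: epi absorbance; Reagent: 5 mM T5PNP chromogenic substrate; Benchmarks: no-enzyme high, DMSO-plus-enzyme low.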
Rev-erbA mod: Rev-erb alpha (human) modulation; Rev-erbα–FITC-DNA binding, fluorescence polarization, 90 min; AID 1259318; actives 0.79% (n = 370,000); P20393; activity, % at 10 µM;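 active = activity above about 14%, limit read from the data; passing the limit was not always enough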;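 note: 0% = DMSO wells with 35 nM protein and 100% = DMSO wells with 750 nM protein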
Target sequence (P20393 whole entry, looked up): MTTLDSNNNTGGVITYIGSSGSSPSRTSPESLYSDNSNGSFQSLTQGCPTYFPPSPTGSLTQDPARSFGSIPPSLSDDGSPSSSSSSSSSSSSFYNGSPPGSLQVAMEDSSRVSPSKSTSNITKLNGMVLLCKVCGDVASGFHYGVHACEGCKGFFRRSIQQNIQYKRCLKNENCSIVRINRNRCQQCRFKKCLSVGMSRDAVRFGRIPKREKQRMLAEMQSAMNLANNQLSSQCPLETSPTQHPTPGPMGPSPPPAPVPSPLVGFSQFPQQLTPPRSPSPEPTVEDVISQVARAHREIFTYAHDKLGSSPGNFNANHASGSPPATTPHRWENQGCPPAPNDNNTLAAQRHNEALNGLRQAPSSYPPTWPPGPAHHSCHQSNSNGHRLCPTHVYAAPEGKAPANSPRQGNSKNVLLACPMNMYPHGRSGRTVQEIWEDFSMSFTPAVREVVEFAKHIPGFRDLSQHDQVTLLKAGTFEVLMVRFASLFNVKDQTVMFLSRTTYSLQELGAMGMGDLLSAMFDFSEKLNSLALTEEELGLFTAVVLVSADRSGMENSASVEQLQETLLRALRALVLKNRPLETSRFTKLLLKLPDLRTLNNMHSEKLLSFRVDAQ
LEDGF integ inh: blocks HIV-1 LEDGF/p75-dependent DNA integration; TR-FRET IN-LEDGF/p75 DNA integration, Eu/Cy5; inhibition, % at 3.7 µM; actives 0.64% (n = 370,000); AID 743269;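 active = inhibition above the screen-wide mean plus 3 SD, cut at about 13% in these data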;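 note: signal is the Cy5 over europium emission ratio at 671 and 618 nm; 0% = plate median of compound wells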
PG9 binder: PG9 antibody binding by small molecule. inhibition, % at 6.7 µM. TR-FRET gp120-PG9 antibody binding. actives 0.43% (n = 360,000). AID 624416; in the data active = inhibition above about 8.5%
rCAG RNA binder: r(CAG) repeat RNA binding; TO-PRO-1 dye displacement fluorescence; inhibition, % at 3 µM; actives 1.3% (n = 370,000); AID 651821;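 active = inhibition above the plate cutoff, the mean of all test compounds on that plate plus 3 SD, cut at about 35% in these data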;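 note: 0% = DMSO alone and 100% = 100 µM mitoxantrone as full dye displacement; higher means more dye released from RNA so lower well fluorescence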
TCR-CD3 inh: inhibitors of human TCR-CD3 interaction; TAMRA-labeled TCR probe fluorescence, biochemical; inhibition, % at 9.4 µM; actives 0.37% (n = 360,000); AID 651800; in the data active = inhibition above about 19%;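 note: recombinant mutant TCR 2C K166C tagged with TAMRA read by polarization; 0% = receptor in buffer alone and 100% = receptor with positive control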
HTRA1 inh: blocks human HTRA1 serine peptidase. Q92743. recombinant HTRA1, FP-rhodamine activity-based probe, fluorescence polarization. inhibition, % at 5.96 µM. actives 0.5% (n = 340,000). AID 504803; in the data active = inhibition above about 36%;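 note: 0% = enzyme with DMSO and 100% = wells lacking enzyme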
* hit, by the source's call; . = no result given.

Field names: A = SIAE inh; B = ABHD4 inh; C = PRMT1 inh; D = TDP2 absorb; E = Rev-erbA mod; F = LEDGF integ inh; G = PG9 binder; H = rCAG RNA binder; I = TCR-CD3 inh; J = HTRA1 inh
1	COc1ccc(S(=O)(=O)N(C)C[C@@H]2OCc3cnnn3CCCC(=O)N([C@H](C)CO)C[C@@H]2C)cc1
  A: -3; B: -3; C: -6; D: 5; E: 3; F: 3; G: -2.7; H: 2; I: 4; J: 6

2	CC(C)(C)NC(=O)C1c2ccccc2OCC(=O)N1Cc1ccco1 (stereo unspecified)
  A: 5; B: 0; C: 2; D: 4; E: -2; F: 1; G: -0.3; H: 2; I: -1; J: .

3	Cc1ccc(Cl)cc1NC(=O)CN1CCOCC1
  A: -1; B: 3; C: -7; D: 11; E: -3; F: -4; G: -0.2; H: 0; I: 9; J: 8

4	Cc1onc(-c2c(Cl)cccc2Cl)c1C(=O)c1c[nH]c(C(=O)NC2CC2)c1
  A: -4; B: 0; C: -4; D: 8; E: 0; F: 2; G: 1.7; H: -2; I: 6; J: 6

5	O=C(Nc1cccc(S(=O)(=O)N2CCOCC2)c1)c1cc([N+](=O)[O-])ccc1N1CCOCC1
  A: 7; B: -10; C: 5; D: -3; E: -5; F: 0; G: 1.3; H: 4; I: -6; J: -1

6	CSC1=NC2(CCCCC2)CC12C=CC(=O)C=C2
  A: -2; B: -5; C: 3; D: 13; E: -1; F: -6; G: -0.9; H: -2; I: -3; J: -1

7	Cn1ncc([N+](=O)[O-])c1C(=O)NCc1ccccc1
  A: 2; B: 1; C: 6; D: 9; E: 3; F: -2; G: 1.1; H: 8; I: 3; J: 5

8	COc1cc(-c2cc(C(=O)N(C)Cc3ccccc3)c3ccccc3n2)cc(OC)c1OC
  A: -9; B: 3; C: 2; D: 0; E: 3; F: -5; G: -0.3; H: -4; I: 0; J: -22

9	COc1ccccc1-c1nc2ccccc2n(CC(C)C)c1=O
  A: 4; B: 9; C: 11; D: 2; E: 9; F: 1; G: -2.5; H: 8; I: 0; J: .

10	O=C(Cc1ccc(F)cc1)NCCc1ccccc1
  A: 5; B: -2; C: -1; D: 7; E: 5; F: 0; G: -1.2; H: 0; I: 5; J: -3

11	CC(=O)c1ccc(-c2ccc(C(=O)NCC3CCCO3)o2)cc1 (stereo unspecified)
  A: -4; B: -8; C: 9; D: -2; E: -2; F: 0; G: -2.1; H: 4; I: 2; J: -4

12	Cc1ccccc1C(=O)N1CCN(S(=O)(=O)c2ccccc2)CC1
  A: -7; B: 4; C: 4; D: -2; E: -1; F: 2; G: -0.6; H: -3; I: -5; J: -1

13	O=C(COC(=O)c1cccc([N+](=O)[O-])c1)NCc1cccs1
  A: -10; B: 6; C: 5; D: 11; E: 1; F: 1; G: 1.5; H: 1; I: 0; J: 2

14	Cc1ccccc1OCC(=O)OCC(=O)N1CCc2ccccc21
  A: 12; B: 2; C: 2; D: -1; E: -9; F: -4; G: -0.8; H: -11; I: -7; J: -12

15	COc1cccc(NC(=O)c2cccc(S(=O)(=O)N3CCN(Cc4ccccc4)CC3)c2)c1
  A: -73; B: -45; C: 2; D: 9; E: -1; F: 1; G: 1.2; H: 6; I: 4; J: -58

16	O=C(COC(=O)c1cccc(S(=O)(=O)N2CCN(c3ccccc3)CC2)c1)NCc1ccco1
  A: -6; B: -4; C: 1; D: 5; E: -1; F: -1; G: -0.5; H: 12; I: 5; J: -10

17	COc1cc(C2Nc3cc(Cl)c(S(N)(=O)=O)cc3S(=O)(=O)N2)cc(OC)c1OC (stereo unspecified)
  A: 10; B: -4; C: -3; D: -3; E: 1; F: 1; G: 2.4; H: 3; I: -2; J: 3

18	c1ccc(-c2cnc(CSc3nnc4ccccn34)o2)cc1
  A: -1; B: 3; C: 0; D: 4; E: -3; F: 1; G: -0.1; H: 1; I: 0; J: -5

19	CC(C)NC(=O)CSc1nnc(COc2ccccc2Cl)o1
  A: 6; B: 2; C: -1; D: -5; E: -7; F: -3; G: -1.6; H: -1; I: 5; J: 13

20	Cc1occc1-c1nnc(SCC(=O)c2ccc(Cl)cc2)n1CC1CCCO1 (stereo unspecified)
  A: -2; B: 9; C: 0; D: -3; E: 0; F: 2; G: -1.6; H: 6; I: 9; J: -4

The closing four entries of the section before lead into the next.
Field names: A = SIAE inh; B = ABHD4 inh; C = PRMT1 inh; D = TDP2 absorb; E = Rev-erbA mod; F = LEDGF integ inh; G = PG9 binder; H = rCAG RNA binder; I = TCR-CD3 inh; J = HTRA1 inh
17	COc1cc(C2Nc3cc(Cl)c(S(N)(=O)=O)cc3S(=O)(=O)N2)cc(OC)c1OC (stereo unspecified)
  A: 10; B: -4; C: -3; D: -3; E: 1; F: 1; G: 2.4; H: 3; I: -2; J: 3

18	c1ccc(-c2cnc(CSc3nnc4ccccn34)o2)cc1
  A: -1; B: 3; C: 0; D: 4; E: -3; F: 1; G: -0.1; H: 1; I: 0; J: -5

19	CC(C)NC(=O)CSc1nnc(COc2ccccc2Cl)o1
  A: 6; B: 2; C: -1; D: -5; E: -7; F: -3; G: -1.6; H: -1; I: 5; J: 13

20	Cc1occc1-c1nnc(SCC(=O)c2ccc(Cl)cc2)n1CC1CCCO1 (stereo unspecified)
  A: -2; B: 9; C: 0; D: -3; E: 0; F: 2; G: -1.6; H: 6; I: 9; J: -4

21	CC1CC2(CCCCC2)Nc2ccc3ccccc3c21 (stereo unspecified)
  A: 3; B: 1; C: 1; D: -3; E: 7; F: -2; G: -0.3; H: 2; I: 6; J: 9

22	COc1ccc(C2(O)CN(c3ccc(C)cc3)C3=[N+]2CCCC3)cc1 (stereo unspecified)
  A: 20*; B: 4; C: -1; D: -13; E: -1; F: 3; G: -1.6; H: -1; I: 3; J: -4

23	Cc1ccc(CNCC(O)(c2ccc(F)cc2)c2ccc(F)cc2)cc1
  A: 2; B: -5; C: 1; D: -6; E: 7; F: 1; G: 0.1; H: -2; I: -1; J: -19

24	N#Cc1cccc(S(=O)(=O)N2CCN(c3ccnc4cc(Cl)ccc34)CC2)c1
  A: -5; B: -7; C: -2; D: 12; E: 5; F: 1; G: 0.8; H: -1; I: 6; J: -27

25	CCC(CC)C(=O)Nc1nnc(S(=O)(=O)N2CCCc3ccccc32)s1
  A: 3; B: -6; C: 0; D: 0; E: 1; F: -2; G: 0.4; H: 16; I: -1; J: -6

26	CCOC(=O)C(Cc1ccc(NC(=O)/C(=C/c2ccc(OC(C)=O)cc2)NC(C)=O)cc1)N1C(=O)c2ccccc2C1=O (stereo unspecified)
  A: -1; B: -4; C: -3; D: 6; E: 7; F: 0; G: 0.9; H: -1; I: 0; J: 14

27	Cc1cccc(NC(=S)NNC(=O)c2csc(C)c2)c1
  A: 9; B: 8; C: -3; D: -6; E: 3; F: -3; G: -0.8; H: 5; I: 6; J: -3

28	CCN(CC)CCNC(=O)C(=O)Nc1cc2c3c(c1)CCC(=O)N3CCC2
  A: 6; B: 8; C: -4; D: -9; E: 1; F: 0; G: -1.1; H: 0; I: 9; J: 4

29	CCn1c(SCC(=O)Nc2ccccc2F)nnc1-c1ccoc1C
  A: -2; B: -1; C: 1; D: 1; E: 0; F: 1; G: -0.7; H: 2; I: 8; J: 6

30	Cc1ccc(OC2CCN(C(=O)[C@H]3O[C@@H](n4ccc(N)nc4=O)[C@H](O)[C@@H]3O)CC2)cc1
  A: 1; B: -7; C: -7; D: -1; E: 0; F: 3; G: -0.8; H: 1; I: 6; J: .

31	COc1ccc(Cl)cc1NC(=S)N1CCN(c2ccccn2)CC1
  A: -1; B: 1; C: 0; D: 11; E: 0; F: 2; G: -0.7; H: -2; I: 0; J: -2

32	CC1CCCN(CCCOc2ccc(Cl)cc2Br)C1 (stereo unspecified)
  A: -5; B: 17; C: 0; D: 14; E: -1; F: 2; G: -0.9; H: 2; I: 0; J: -1

33	O=C(NCC(=O)N(Cc1ccco1)C(C(=O)NC1CCCCC1)c1cccnc1)c1ccco1 (stereo unspecified)
  A: -1; B: 7; C: 3; D: 3; E: 1; F: 1; G: -0.6; H: -4; I: 8; J: 3

34	COc1cccc(CNS(=O)(=O)c2c(C)[nH]c(C)c2C(=O)N2CCCC2)c1
  A: -1; B: 5; C: -2; D: 20; E: -2; F: 2; G: -0.3; H: 0; I: 0; J: 0

35	COc1ccc(C(=O)N2C=Cc3ccccc3C2C#N)cc1 (stereo unspecified)
  A: 4; B: 2; C: 0; D: 2; E: -4; F: 0; G: 0.6; H: 1; I: 1; J: 2

36	CCOC(=O)N1CCN(C(=O)/C(=C/c2ccc(Br)cc2)NC(=O)c2ccc(OC)cc2)CC1
  A: -4; B: 2; C: 2; D: -2; E: -2; F: -2; G: -0.9; H: -6; I: -1; J: -5

37	Cc1ccc(C(CCN(Cc2ccccc2)C(=O)c2ccco2)c2ccco2)cc1 (stereo unspecified)
  A: -8; B: -12; C: 10; D: 10; E: 7; F: 3; G: 1.3; H: 10; I: -4; J: -43

38	CCOC(=O)c1sc(NC(=O)CC(C)c2ccccc2)nc1C (stereo unspecified)
  A: 1; B: -1; C: 1; D: -7; E: 8; F: 2; G: -1.4; H: -4; I: 3; J: -8

39	CC(=O)NC1C(=O)N=C(SCC(=O)NCc2ccccc2)NC1=O (stereo unspecified)
  A: -7; B: 3; C: 40*; D: -14; E: -6; F: 1; G: -3.3; H: 1; I: 1; J: 0

40	COc1ccccc1N1CCN(C(CNS(=O)(=O)c2ccccc2)c2ccccc2)CC1 (stereo unspecified)
  A: 10; B: -3; C: -1; D: 9; E: -1; F: 2; G: 0.2; H: -4; I: 5; J: -13

41	N#CCCn1nnc(-c2ccccc2F)n1
  A: 4; B: -3; C: 2; D: -14; E: -6; F: -3; G: -2.2; H: 5; I: -1; J: 1

42	COC(=O)C[C@H]1c2cc(C(F)(F)F)ccc2S(=O)(=O)N1C1CCCC1
  A: -11; B: 0; C: -3; D: -6; E: 1; F: 1; G: -1.9; H: -4; I: -2; J: -1

43	COc1cccc(C2=CC(c3cccc(OC)c3OC)n3nnnc3N2)c1 (stereo unspecified)
  A: -1; B: -3; C: 1; D: 5; E: -2; F: 1; G: 0.6; H: 3; I: 0; J: -4

44	COc1cccc(C(C(=O)NC2CCCCC2)N(Cc2ccco2)C(=O)c2ccccn2)c1 (stereo unspecified)
  A: 4; B: 2; C: 0; D: 15; E: 4; F: -1; G: 0.8; H: -5; I: 3; J: 6

Screening data: PubChem BioAssay, several laboratories

Some of the compounds tested, so the mix of outcomes need not match the whole.
